Mtb UGM inh: Mtb UDP-galactopyranose mutase inhibition; actives 0.06% (n = 320,000); purified UGM, fluorescence polarization probe displacement; inhibition, % at 10 µM; in the data active means inhibition above about 10%, passing the limit was not always enough; inconclusive means no clear call, values can overlap the other calls
Target sequence (P9WIQ1 whole entry, looked up): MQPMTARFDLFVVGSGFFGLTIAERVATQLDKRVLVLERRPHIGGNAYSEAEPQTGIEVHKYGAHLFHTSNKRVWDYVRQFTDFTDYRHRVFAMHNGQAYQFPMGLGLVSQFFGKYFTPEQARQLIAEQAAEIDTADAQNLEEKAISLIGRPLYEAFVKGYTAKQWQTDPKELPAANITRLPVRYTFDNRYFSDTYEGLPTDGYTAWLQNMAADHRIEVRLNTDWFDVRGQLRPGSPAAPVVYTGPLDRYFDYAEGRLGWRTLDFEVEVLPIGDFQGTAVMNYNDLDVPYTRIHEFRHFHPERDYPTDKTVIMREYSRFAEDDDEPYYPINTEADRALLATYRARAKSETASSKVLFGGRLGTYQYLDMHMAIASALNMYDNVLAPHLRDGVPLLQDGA
PrPC TRFRET: reduces human prion protein on the cell surface; P04156; cell surface PrPC, TR-FRET read-out; inhibition, % at 13.8 µM; actives 0.43% (n = 370,000); AID 720596; in the data active means inhibition above about 24%; further: 0% = median of the test wells and 100% = reference compound wells
FBA Mtb inh: inhibits M. tuberculosis FBA enzyme | purified M. tuberculosis FBA, fluorescence read-out | actives 2.3% (n = 360,000) | inhibition, % at 1 µM | P9WQA3; in the data active means inhibition above about 27%;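 further: 0% = vehicle and 100% = reference inhibitor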
Target sequence (P9WQA3 whole entry, looked up): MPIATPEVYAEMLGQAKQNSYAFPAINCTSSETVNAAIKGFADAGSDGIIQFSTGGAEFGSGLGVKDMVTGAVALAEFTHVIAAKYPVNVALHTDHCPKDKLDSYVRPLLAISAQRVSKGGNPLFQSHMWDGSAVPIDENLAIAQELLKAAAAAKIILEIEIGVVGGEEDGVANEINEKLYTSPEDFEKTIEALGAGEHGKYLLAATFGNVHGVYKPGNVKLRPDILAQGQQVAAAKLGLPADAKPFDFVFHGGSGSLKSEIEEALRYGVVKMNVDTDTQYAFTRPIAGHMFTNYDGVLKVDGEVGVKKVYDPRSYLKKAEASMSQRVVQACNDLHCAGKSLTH
BoNT F protease: blocks Botulinum neurotoxin F light chain protease; Multiplex microsphere protease cleavage assay, flow cytometry; actives 0.22% (n = 360,000); inhibition, % at 10 µM; in the data active means inhibition above about 35%, passing the limit was not always enough; inconclusive means no clear call, values can overlap the other calls; further: plate controls were buffer without enzyme for full effect and enzyme alone for no effect
Mtb BioA inh: inhibitors of Mycobacterium tuberculosis BioA enzyme | purified M. tuberculosis BioA enzyme, plate reader | inhibition, % at 9.99 µM | actives 0.096% (n = 360,000) | AID 602481; in the data active means inhibition above about 40%; inconclusive means no clear call, values can overlap the other calls
FadD28 binding: M. tuberculosis FadD28 bisubstrate binding inhibition. FadD28 bisubstrate probe binding, fluorescence polarization. inhibition, % at 12.5 µM. actives 0.22% (n = 360,000); in the data active means inhibition above about 8.5%, passing the limit was not always enough; inconclusive means no clear call, values can overlap the other calls
BoNT-A LC inh2: BoNT A light chain protease inhibition; multiplex microsphere protease substrate cleavage, flow cytometry; inhibition, % at 10 µM; actives 0.17% (n = 360,000); AID 588499; in the data active means inhibition above about 30%; inconclusive means no clear call, values can overlap the other calls; further: plate controls were buffer without enzyme for full effect and enzyme alone for no effect
CCHF vOTU inh: blocks the CCHF virus ovarian tumor domain protease; AID 651958; inhibition, % at 11.5 µM; CCHFV vOTU protease, Pep-AMC fluorescence; actives 0.55% (n = 370,000); further: 0% = vehicle wells with enzyme and 100% = no enzyme wells
GDH-TPI counter: inhibits GDH-TPI coupling enzymes, artifact for Mtb FBA screen. GDH-TPI coupled enzyme counterscreen, NADH absorbance. inhibition, % at 4.8 µM. actives 1.2% (n = 360,000). AID 588335;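 further: 0% = DMSO wells and 100% = wells lacking the enzyme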
Active calls of the source: *; ? = inconclusive; . = no result given; & = joins results of further samples. Unless noted, no stated cut-off is given here; in the data, active means inhibition above about 30%; inactive means the rest.

SMILES	Mtb UGM inh	PrPC TRFRET	FBA Mtb inh	BoNT F protease	Mtb BioA inh	FadD28 binding	BoNT-A LC inh2	CCHF vOTU inh	GDH-TPI counter
O=C(Oc1cccnc1)c1cccc(Cl)c1	-1.2	0	2	-4	-0.4	-0.4	-0.1	3	3
S=C(NCC1COc2ccccc2O1)Nc1ccc(Br)cc1 (configuration not stated)	1.7	-2	2	-9	-2.2	0.0	-1.5	7	4
COc1cccc(-c2ncc3ccccc3c2COC(=O)CCC(=O)O)c1	5.7	-2	1	0	-1.3	-2.6	-0.6	10	0
O=C1CSC(=S)N1N=Cc1ccc2c(c1)OCO2	.	-2	-2	-11	.	-3.0	1.0	8	13
Cc1cc(OCCn2nc(C(=O)O)c3ccccc3c2=O)ccc1C(C)C	.	-6	-2	4	-1.6	0.0	-1.2	-2	0
CC(=O)Nc1ccc(S(=O)(=O)NC2(C(F)(F)F)C(=O)Nc3c2c(=O)[nH]c(=O)n3Cc2cccnc2)cc1 (configuration not stated)	0.2	-9	0	-1	-2.7	1.4	-0.1	7	9
COC(=O)[C@@]1(Cc2ccccc2)[C@@H]2C(=CC(=O)[C@H]2CC(=O)C(=O)N(C)C)CN1C(=O)c1ccccc1	1.8	.	2	3	-0.4	0.0	0.0	.	4
CCCCCCOc1ccc(/C=N/NC(=O)C2CC2)cc1	-2.9	-3	0	-2	0.4	-1.5	-1.2	-3	2
CCOC(=O)C1=C(c2ccccc2)NC(=S)NC1C (configuration not stated)	-0.6	6	-7	11	-1.3	-3.1	0.8	24	5
COc1ccc(NC(=O)CN2C(=O)COc3ccc(S(=O)(=O)N4CCOCC4)cc32)cc1	-3.0	6	0	7	-0.2	-2.1	2.4	-3	2
CC(=O)c1ccc(NC(=O)C2CCCN2S(=O)(=O)c2ccc(F)cc2)cc1 (configuration not stated)	0.3	5	1	-5	-1.1	-3.3	-0.7	-7	1
CCCCc1nnc(NC(=O)c2ccc(-n3cncn3)c([N+](=O)[O-])c2)s1	1.8	-31	-2	-7	1.4	-2.3	-5.4	16	6
CC(=O)Oc1ccc2oc(C)c(C(=O)N3CCOCC3)c2c1	2.4	5	1	3	-1.0	-2.6	1.6	-12	2
Cc1cc(C)c(C)c(S(=O)(=O)NCc2ccc(C(=O)N3CCN(C)CC3)cc2)c1C	-2.1	0	0	-6	1.6	-4.3	2.3	5	0
COc1ccc(OCc2nnc(SCC(=O)c3ccccc3)o2)cc1	-3.2	-1	-3	-3	0.3	-2.0	0.6	-4	2
COc1ccc(-c2csc(NC(CO)c3nc4ccccc4n3Cc3ccc(C)cc3)n2)cc1 (configuration not stated)	-1.6	4	-1	-6	-1.5	-1.8	-0.7	9	5
CC(C)NC(=O)C1CCN(c2ccc(S(=O)(=O)N3CCOCC3)cc2Cl)CC1	4.0	6	-2	-4	0.9	-0.8	-0.2	-6	0
O=C(CCN1CCOCC1)NNC(=S)NC(=O)c1ccc(Br)cc1	0.3	-2	5	-7	.	-0.5	-0.9	2	5
CC1CC(C)CN(CCOc2ccc(Br)cc2)C1 (configuration not stated)	0.7	6	-2	-2	.	-2.5	-0.3	-6	0
Cc1cc(N)n2ncc(-c3ccc(Cl)cc3)c2n1	-0.4	-2	3	7	-1.5	1.3	0.2	6	13
O=C(Cn1cncn1)N1CCN(c2ccc(F)cc2)CC1	1.8	2	0	-2	-0.1	-2.1	-0.5	-16	1
O=C(Nc1ncc([N+](=O)[O-])s1)c1ccco1	0.1	-27	-20	?	-0.1	-3.0	1.1	3	-3
COCCN(C(=O)CSc1nc2ccc(OC)cc2[nH]1)c1c(N)n(Cc2ccccc2)c(=O)[nH]c1=O	.	3	1	-5	.	0.8	-3.7	-3	4
COCCNC(=O)CCCCCNS(=O)(=O)c1ccc(C)cc1	0.6	3	1	0	-0.3	-0.8	1.4	3	4
CCOC(=O)c1c(NC(=O)NC(C)(C)C)sc2c1CCN(C)C2	2.0	-3	4	?	-0.9	-4.0	?	-1	2
COc1ccc(CN(Cc2cccn2C)S(=O)(=O)c2cccc(C(F)(F)F)c2)cc1	0.2	0	-2	.	-1.1	-0.6	.	-1	1
Cc1cc(C)n2nc(N)nc2n1	.	-4	1	-7	-0.3	-0.7	0.7	5	5
Cn1c(COc2ccccc2O)[n+](C)c2ccccc21	0.1	-6	-1	4	-1.2	-1.7	2.0	1	9
CCOc1ccc(NC(=O)c2cnsn2)cc1	-2.0	5	1	2	0.1	-1.9	0.6	6	11
CC(C)c1nnc(NC(=O)Cc2ccc(Br)cc2)s1	-1.9	0	1	-2	.	-0.5	-0.2	-8	12
Cc1ccc(NC(=O)C2CC3CCC2C3)c(Br)c1 (configuration not stated)	-0.7	3	3	3	-1.3	-0.4	0.0	6	-2
NC(=O)NOCc1cccc(Cl)c1	-1.5	-3	0	0	.	-1.6	-0.6	0	1
C=C(C)c1ccccc1	1.5	7	4	-3	-0.2	-1.0	-0.1	-3	3
O=C1CCC(C(=O)N(c2ccccc2)C2(C(=O)NC3CCCCC3)CCCCC2)N1 (configuration not stated)	-4.8	2	5	1	-2.3	-4.4	0.8	6	-7
COc1ccc(CCNC(=S)Nc2cc(C)ccc2C)cc1	0.9	-2	1	-5	1.0	-2.0	-0.2	7	3
CCCn1c(CCC(=O)O)ccc1-c1ccccc1	1.4	4	15	2	.	-3.8	0.0	-28	-9
Cn1cc(NC(=O)Nc2ccc(C(F)(F)F)cc2)c(C(F)(F)F)n1	2.7	8	2	.	2.1	-0.2	.	6	1
COCCCN(C(=S)Nc1ccc(OC)cc1)C(C)c1ccncc1 (configuration not stated)	0.2	9	-1	-4	.	-3.2	-0.7	0	4
Cc1[nH]c2ccccc2c1N=Nc1ccccc1F	-3.1	8	-10	-2	.	-5.6	-0.5	14	-3
COc1cccc(C(=O)CN(C(=O)c2ccc(Cl)c(Cl)c2)N2C(=O)C3CCCCC3C2=O)c1 (configuration not stated)	2.7	2	-1	-3	-1.4	-0.6	-1.9	1	12
O=C(OCc1ccc2c(c1)OCO2)c1ccc(S(=O)(=O)N2CCCC2)cc1	1.4	-1	4	6	0.2	-1.9	-0.5	11	-11
COc1ccc(-n2c(CNCCc3ccc(C)cc3)nc3ccccc3c2=O)cc1	-1.5	4	0	?	-1.4	-4.6	-2.0	14	14
CCCOC(=O)c1cccc(NC(=O)COc2ccc([N+](=O)[O-])cc2)c1	-3.4	-6	-4	0	.	-4.6	0.3	14	-5
C/C(CC(=O)Nc1cccc(Cl)c1Cl)=N\NC(=O)c1ccccc1C	3.2	2	-2	-7	.	0.9	-0.6	-16	8
O=C(NN(C(=O)C1CC1)c1nc2ccccc2s1)C1CC1	-2.4	8	-2	-3	.	-3.3	-0.7	-1	7

A different layout for part of the listing above.
> CC(C)c1nnc(NC(=O)Cc2ccc(Br)cc2)s1
- Mtb UGM inh: -1.9
- PrPC TRFRET: 0
- FBA Mtb inh: 1
- BoNT F protease: -2
- Mtb BioA inh: .
- FadD28 binding: -0.5
- BoNT-A LC inh2: -0.2
- CCHF vOTU inh: -8
- GDH-TPI counter: 12
> Cc1ccc(NC(=O)C2CC3CCC2C3)c(Br)c1 (configuration not stated)
- Mtb UGM inh: -0.7
- PrPC TRFRET: 3
- FBA Mtb inh: 3
- BoNT F protease: 3
- Mtb BioA inh: -1.3
- FadD28 binding: -0.4
- BoNT-A LC inh2: 0.0
- CCHF vOTU inh: 6
- GDH-TPI counter: -2
> NC(=O)NOCc1cccc(Cl)c1
- Mtb UGM inh: -1.5
- PrPC TRFRET: -3
- FBA Mtb inh: 0
- BoNT F protease: 0
- Mtb BioA inh: .
- FadD28 binding: -1.6
- BoNT-A LC inh2: -0.6
- CCHF vOTU inh: 0
- GDH-TPI counter: 1

Back to the main list with the 5 entries that preceded the break.
SMILES	Mtb UGM inh	PrPC TRFRET	FBA Mtb inh	BoNT F protease	Mtb BioA inh	FadD28 binding	BoNT-A LC inh2	CCHF vOTU inh	GDH-TPI counter
O=C(OCc1ccc2c(c1)OCO2)c1ccc(S(=O)(=O)N2CCCC2)cc1	1.4	-1	4	6	0.2	-1.9	-0.5	11	-11
COc1ccc(-n2c(CNCCc3ccc(C)cc3)nc3ccccc3c2=O)cc1	-1.5	4	0	?	-1.4	-4.6	-2.0	14	14
CCCOC(=O)c1cccc(NC(=O)COc2ccc([N+](=O)[O-])cc2)c1	-3.4	-6	-4	0	.	-4.6	0.3	14	-5
C/C(CC(=O)Nc1cccc(Cl)c1Cl)=N\NC(=O)c1ccccc1C	3.2	2	-2	-7	.	0.9	-0.6	-16	8
O=C(NN(C(=O)C1CC1)c1nc2ccccc2s1)C1CC1	-2.4	8	-2	-3	.	-3.3	-0.7	-1	7
CC1(c2ccccc2)NC(=O)N(CC(=O)NNC(=O)c2ccccc2F)C1=O (configuration not stated)	.	1	2	-4	0.2	3.3	-4.1	-1	-12
COc1ccc(NC(=S)NC(NC(=O)c2cccc(Cl)c2)C(Cl)(Cl)Cl)c([N+](=O)[O-])c1 (configuration not stated)	.	0	-3	-6	-0.7	4.2	-1.0	5	8
OCCN(CCO)c1nc(N2CCCCC2)c2nc(N(CCO)CCO)nc(N3CCCCC3)c2n1	.	8	21	-53	-61&-49	1.9	-3.5	-11	17
Cc1ccccc1C(=O)NC(Oc1ccccc1)C(Cl)(Cl)Cl (configuration not stated)	1.0	0	0	-8	-0.9	-3.4	-0.6	10	8
COCCNC(=O)CSc1nc2cc(OC)c(OC)cc2c(=O)n1Cc1ccco1	-0.8	-1	0	18	-0.6	0.3	?	6	-5
O=S(=O)(c1ccc2nnn(O)c2c1)N1CCOCC1	-1.5	14	-2	-4	-1.5	-0.5	0.7	-6	14
CC1CCCN(C2(O)C(=O)Nc3ccc([N+](=O)[O-])cc32)C1 (configuration not stated)	2.6	-6	1	?	.	0.6	-9.6	5	16
O=C1C(CO)C(CO)C(CO)C1CO (configuration not stated)	.	-11	-1	0	-0.9	0.2	-0.2	-1	4
COc1cccc(-c2c(C(=O)N/N=C/c3ccc(C)s3)nnn2-c2nonc2N)c1	-0.4	-2	0	2	-0.5	-4.4	1.1	5	24
CCn1cc(CNC(=O)c2cc(COc3ccc(F)cc3Cl)on2)cn1	2.4	15	-1	-4	-2.2	-4.1	0.3	5	-11
N#Cc1cn(CCOc2ccc(F)cc2)c2ccccc12	-3.6	3	1	-5	-1.6	-3.8	0.1	-8	-1
COc1cc(C(C(=O)NC2CCCC2)N(Cc2ccco2)C(=O)c2snc(C(N)=O)c2N)cc(OC)c1OC (configuration not stated)	-1.4	8	6	5	-2.7	.	0.2	-16	8
O=C(NCc1ccccn1)Nc1cccc(Cl)c1	-0.5	-9	0	-18	-1.3	-0.6	-0.9	5	7
COc1ccc(C2CC2/C(C)=N/OC(=O)c2ccc(F)cc2)cc1 (configuration not stated)	-2.0	-3	4	-6	.	-0.4	-0.3	-3	10
O=C(Nc1ccc(Cl)cn1)C1CCCN1S(=O)(=O)c1ccc(Cl)cc1 (configuration not stated)	-1.1	-1	-2	-7	.	-4.0	0.3	-6	5
O=C(NCCc1ccc(O)cc1)c1ccc(Cl)cc1	-2.3	2	1	8	1.7	-2.5	1.1	7	0
Cc1ncc([N+](=O)[O-])n1Cc1ccccc1F	-0.7	-4	0	-9	-0.5	-1.1	-0.6	-3	9
O=C1c2ccccc2NC(c2ccc(-c3ccccc3F)o2)N1O (configuration not stated)	0.5	-1	4	-12	-2.3	-1.7	-1.0	-8	11
CC(C)(C)NC(=O)COc1coc(CN2CCN(Cc3ccccc3)CC2)cc1=O	2.6	-8	3	0	1.4	-3.0	0.4	11	11
CCc1ccc(-c2cc(C(=O)NN3CCOCC3)c3ccccc3n2)s1	1.2	-1	89*	-2	.	1.1	0.7	-156	9
CCOC(=O)C1(CCOc2ccccc2)CCN(Cc2ccc(NC(C)=O)cc2)CC1	-0.4	-13	1	-2	.	-0.8	-0.5	4	7
O=C(Nc1ccc(F)c(Cl)c1)c1cc(C2CCCN(C(=O)c3cccs3)C2)on1 (configuration not stated)	.	16	2	-1	2.3	-0.9	0.0	4	1
COc1cccc(-c2cnc(C(O)c3cccc(OC)c3)[nH]2)c1 (configuration not stated)	.	-3	-1	-9	-0.2	-0.4	0.0	-9	7
COC(=O)C[C@H]1c2ccccc2S(=O)(=O)N1C(C)C	2.2	-4	-2	0	-0.2	-3.8	0.5	-3	-13
C=Cn1ccnc1CC(O)c1ccc(OC)cc1 (configuration not stated)	-1.0	-4	2	-7	-1.7	-1.3	-4.7	5	5

Bioassay records from PubChem BioAssay.
